# RXFP1 agonist – qHTS Assay for Agonists of the Relaxin Receptor RXFP1. HEK293T-RXFP1 cAMP TR-FRET, 30 min; response scale: percent of porcine relaxin response, buffer zero. Potency, µM (highest dose often 57.5 µM), without a hit: top-dose activation, usual class: activators. Relaxin receptor 1 (Homo sapiens), Q9HBX9. actives 0.3% (n = 370,000). AID 2676, 2010; also: potency is read from the fitted curve at half-maximal effect; % is scaled to controls: 0 for no effect and ±100 for the full control effect; nearly all actives have a fitted effect of over 60% in size; many of its hits are not listed in these tables
#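 HEK293T cells stably expressing RXFP1 were pretreated with the PDE4 inhibitor Ro 20174, exposed to compounds for 30 min at 37C, lysed, and cAMP was read by TR-FRET. Data normalized to buffer (basal) and 29 nM porcine relaxin (100%).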
# D2 PAM – HTS Assay for Positive Allosteric Modulators of the Human D2 Dopamine Receptor: Primary Screen for Potentiators | HEK293 T-REx D2, calcium flux, EC20 dopamine potentiation | potentiation, % at 10 µM | actives 0.34% (n = 340,000);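 active = potentiation over 3 SD above the plate norm, cut at about 30% in these data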; also: 0% is about no effect
# Target sequence (P14416 whole entry, looked up): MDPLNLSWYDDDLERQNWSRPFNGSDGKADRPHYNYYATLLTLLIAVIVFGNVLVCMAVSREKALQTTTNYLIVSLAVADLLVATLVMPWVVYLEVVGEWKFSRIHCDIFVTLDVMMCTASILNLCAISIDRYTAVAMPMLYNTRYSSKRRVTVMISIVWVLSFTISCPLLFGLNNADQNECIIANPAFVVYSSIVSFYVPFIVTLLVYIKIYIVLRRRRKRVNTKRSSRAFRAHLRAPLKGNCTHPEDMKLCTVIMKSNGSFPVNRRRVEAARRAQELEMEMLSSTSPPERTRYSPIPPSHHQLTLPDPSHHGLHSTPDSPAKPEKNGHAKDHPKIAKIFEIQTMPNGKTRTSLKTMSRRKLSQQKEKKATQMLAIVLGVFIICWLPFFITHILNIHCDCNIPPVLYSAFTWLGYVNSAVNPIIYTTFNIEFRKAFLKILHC
#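 Calcium flux readout, no-wash dye, 1 read/s. Inducible HEK293 Trex D2 line, overnight 30 C. Compound alone 180 s (agonist flags), then EC20 dopamine, another 180 s to score potentiation.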
# D1 ag – Allosteric Agonists of the Human D1 Dopamine Receptor: qHTS | D(1A) dopamine receptor (Homo sapiens), P21728 | HEK293 T-REx D1 cells, calcium flux, agonist mode | activation, % at 2 µM | actives 1% (n = 360,000) | AID 504660, 2011; in the data active = activation above about 30%; also: 0% is about no effect
# Target sequence (P21728 whole entry, looked up): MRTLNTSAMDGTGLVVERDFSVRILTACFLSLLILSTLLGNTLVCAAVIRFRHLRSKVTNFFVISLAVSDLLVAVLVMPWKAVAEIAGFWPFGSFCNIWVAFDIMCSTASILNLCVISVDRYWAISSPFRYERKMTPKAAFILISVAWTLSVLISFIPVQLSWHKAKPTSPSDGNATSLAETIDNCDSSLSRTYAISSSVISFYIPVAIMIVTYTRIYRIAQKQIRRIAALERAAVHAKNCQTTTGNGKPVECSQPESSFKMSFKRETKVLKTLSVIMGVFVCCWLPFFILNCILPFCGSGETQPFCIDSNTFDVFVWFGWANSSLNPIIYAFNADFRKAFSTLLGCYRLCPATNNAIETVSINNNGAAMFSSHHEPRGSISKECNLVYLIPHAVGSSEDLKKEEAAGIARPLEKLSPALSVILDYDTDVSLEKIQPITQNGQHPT
#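 Agonism was scored from calcium flux recorded over 180 s (1 read/s) after pintool compound addition, following a 10-cycle baseline. Cells were inducible force-coupled HEK293 TREx D1, plated overnight at 30 C and loaded with no-wash calcium dye.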
# D1 antag – Antagonist of Human D 1 Dopamine Receptor: qHTS. D(1A) dopamine receptor (Homo sapiens), P21728. HEK293 TREx D1 cells, calcium flux, dopamine EC80; hits give low values. activity change, negative = inhibition, % at 10 µM. actives 3.2% (n = 360,000). AID 504652, 2011; in the data active = activity change below about -30%; also: % is scaled to controls: 0 for no effect and ±100 for the full control effect
#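 Antagonism measured as reduced calcium response to an EC80 dopamine addition following 180 s compound pre-read; cells were inducible HEK293 Trex D1 plated overnight at 30 C, read kinetically at 1 cycle/sec.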
# Vif-APOBEC3F blk – qHTS for Inhibitors of Vif-A3F Interactions: qHTS. Potency, µM (highest dose often 46.1 µM), inactives show top-dose activity, negative = active. actives 0.2% (n = 390,000). AID 602313, 2012. HeLa A3F-eYFP + Vif (tagged APOBEC3F with the HIV-1 protein that degrades it), YFP fluorescence increase; also: potency is read from the fitted curve at half-maximal effect; % of control where 0% means no effect; nearly all actives have a fitted effect of over 65% in size
#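 HeLa cells stably expressing A3F-eYFP plus Vif, plated and incubated overnight at 37 deg C, then exposed to compounds overnight at 37 deg C. Blocked degradation read as raised yellow fluorescence (Ex 488/Em 500-530).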
# Vif-APOBEC3G blk – qHTS for Inhibitors of Vif-A3G Interactions: qHTS; HeLa A3G-eYFP + Vif (tagged APOBEC3G with the HIV-1 protein that degrades it), YFP fluorescence, overnight; Potency, µM (highest dose often 46.1 µM), for inactives: top-dose activity, negative = active, actives largely listed as inhibitors; actives 0.076% (n = 410,000);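 also: potency is read from the fitted curve at half-maximal effect; % is scaled to controls: 0 for no effect and ±100 for the full control effect; nearly all actives have a fitted effect of over 60% in size; hits raise eYFP signal because A3G escapes Vif-driven loss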
#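 HeLa cells stably expressing Vif and C-terminally eYFP-tagged A3G, seeded overnight at 37 deg C, then exposed to compound by pintool overnight at 37 deg C. Rise in yellow fluorescence (Ex 488/Em 500-530, Acumen) marks blocked Vif-driven A3G degradation.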
# LDHA inh – qHTS assay for inhibitors of human lactate dehydrogenase | AID 1347041, 2019 | actives 0.15% (n = 480,000) | purified LDHA, NADH/diaphorase-resazurin fluorescence; hits give low values | activity change, % (values are at about 110 or 230 µM) | L-lactate dehydrogenase A chain (Homo sapiens), P00338; in the data active = activity change below about -30%; inconclusive = mostly about -25% to -30%;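 also: plate controls were DMSO wells for no effect and wells without enzyme for full effect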
#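 Human LDH5 at 2 nM final in Tris HCl pH 7.4 with 0.06 mM NADH and 0.2 mM pyruvate, reacted 5 minutes at room temperature. Remaining NADH coupled via diaphorase/resazurin; resorufin fluorescence read at 0 and 20 minutes, normalized to enzyme-free and DMSO wells.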
# D1 potentiator – Potentiators of Human D1 Dopamine Receptor: qHTS | AID 504651, 2011 | actives 0.036% (n = 360,000) | HEK293 TREx D1 cells, calcium flux, dopamine EC20 potentiation | potentiation, % at 10 µM; in the data active = potentiation above about 30%; also: 0% is about no effect
# Glioma ERSR ind – qHTS for Inducers of the Endoplasmic Reticulum Stress Response (ERSR) in Human Glioma: qHTS; U87-MG GRP78 promoter luciferase reporter, 16 h; Potency, µM, inactives show top-dose activation, hits mostly activators; actives 0.02% (n = 420,000); also: potency is read from the fitted curve at half-maximal effect; series mostly up to about 76 µM; % of control where 0% means no effect; nearly all actives have a fitted effect of over 35% in size
#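 Stably transfected U87-MG human glioma cells carrying a GRP78-based luminescent sensor were seeded at 1000 cells/well, pin-dosed with compounds and incubated 16 h. Luciferase reagent was then added, and end-point luminescence was read after 10 min at room temperature.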
# * hit, by the source's call; ? = inconclusive; · = not tested or not shown. Unless noted, calls follow the shape of the dose curve; as a rule, active = well fitted curve in the direction sought with a large enough effect; inconclusive = small, poorly fitted or top-dose-only effect, or another doubt; inactive = no such curve, though single readings can be large; an effect the other way counts as inactive or inconclusive. The list is partial. The share of hits here may be higher or lower than overall.
SMILES,RXFP1 agonist,D2 PAM,D1 ag,D1 antag,Vif-APOBEC3F blk,Vif-APOBEC3G blk,LDHA inh,D1 potentiator,Glioma ERSR ind
CC1=NN(C(=O)c2ccccc2Cl)C(O)(c2cccnc2)C1 (stereo not given),0.5%,0,2,26,11%,1%,-1,-1,-5%
CCN1CCN(c2cc(C)c3cc(NC(=O)c4cc(Br)ccc4Cl)ccc3n2)CC1,-0.5%,1,2,-10,-13%,-12%,0,-1,-4%
O=C(c1cc(COc2ccc3ncccc3c2)on1)N1CCCC(O)C1 (stereo not given),0.0%,6,5,8,10%,8%,0,6,3%
COCCN(Cc1cc2ccccc2[nH]c1=O)C(=O)c1ccccc1OC,-0.5%,1,-1,-7,-1%,0%,-2,6,-3%
O=C1C(SC(F)(F)C(F)F)=C(C(F)(F)F)OC2C3C=CC(C3)C12 (stereo not given),0.3%,·,·,·,-12%,2%,-3,·,-3%
COc1cccc(C(c2sc3ncnn3c2O)N2CCc3ccccc3C2)c1 (stereo not given),-1.7%,-8,2,0,-6%,2%,4,2,0%
COc1ccc(C(=O)Nc2ccc(NS(=O)(=O)c3ccccc3)cc2)cc1OC,-0.6%,3,0,3,7%,-6%,-4,-2,-2%
O=C(OCn1nnc2ccccc2c1=O)c1ccc(F)c(S(=O)(=O)N2CCOCC2)c1,·,·,·,·,-1%,-1%,0,·,-1%
COc1ccc(-c2cc(C3CCN(CC(O)C(F)(F)F)CC3)[nH]n2)cc1 (stereo not given),0.4%,3,3,-1,-4%,-1%,2,3,-3%
O=C1C=C(c2ccccc2)C(c2ccccc2)C1 (stereo not given),·,·,·,·,4%,3%,-7,·,-2%
CC(=O)c1cccc(S(=O)(=O)NC2CCCCCC2)c1,1.6%,5,7,-23,3%,1%,-9,-7,-5%
COc1ccc(S(=O)(=O)N2CCC3(CC2)OCCN3S(=O)(=O)c2ccccc2)cc1OC,1.4%,11,2,10,4%,2%,-2,-4,-3%
O=C(COC(=O)C1C2CC3OC(=O)C1C3C2)Nc1ccc(F)cc1 (stereo not given),-0.6%,0,0,3,5%,5%,-5,-5,2%
Cc1cc(=O)oc2cc(OCC(=O)N/N=C/c3ccccc3[N+](=O)[O-])ccc12,1.3%,-8,0,-2,10%,-11%,-13,-2,-3%
CC(C)CNC(=S)NC(=O)c1csc([N+](=O)[O-])c1,1.5%,-5,0,-3,3%,-7%,-8,1,-5%
CCC(=O)N(Cc1ccco1)c1nc(-c2ccccc2)cs1,0.1%,4,3,-19,-5%,1%,0,-14,7%
Cc1nn(-c2ccccc2)c(Cl)c1/C=N/NC(=O)C1COc2ccccc2O1 (stereo not given),1.4%,-5,0,-5,·,·,·,-2,·
Cc1ccc(C(=O)NNC(=O)Cc2cccs2)cc1,1.3%,-4,4,-9,10%,-1%,0,4,-1%
O=C(OC1C2C=CC1C1C(=O)NC21)c1ccccc1 (stereo not given),·,·,·,·,-4%,-1%,-3,·,-4%
O=C1OC(c2ccc(F)cc2)=C/C1=C\c1ccc([N+](=O)[O-])o1,-1.0%,-6,2,6,·,·,·,-3,·
O=S(=O)(NCc1nc2cccnc2n1Cc1ccc(F)cc1)c1ccc2c(c1)CCCC2,2.0%,-11,4,20,-1%,-1%,-3,2,-2%
Cc1ccc(/C=C2/C(=O)N=C(N)N2C)s1,-1.0%,-3,1,12,-7%,-9%,-6,2,3%
Cc1cccc(CS(=O)(=O)Cc2ccc(C(=O)NCCN3CCCCC3C)o2)c1 (stereo not given),1.6%,17,6,-6,-8%,-5%,-3,4,-1%
Cc1ccc(CN2CC(C(=O)Nc3ncc(C)s3)CC2=O)cc1 (stereo not given),0.4%,-8,1,-6,-14%,2%,-3,3,-7%
Cc1ccc(N2CCN(S(=O)(=O)c3ccc(F)c(C)c3)CC2)c(C)c1,-0.2%,-1,1,-21,2%,0%,3,-12,-5%
Cc1ccnc(NC(c2cc(C)ccc2O)c2ccc3cccnc3c2O)c1 (stereo not given),2.0%,11,0,-50*,·,·,13,-2,·
O=C(c1ccc(Cl)c(S(=O)(=O)N2CCCCC2)c1)N1CCCC(C(F)(F)F)C1 (stereo not given),-1.1%,-6,14,0,-2%,3%,-10,·,-3%
CCOc1ccc(OCC)c(NC(=O)c2[nH]c(C)c(C(C)=O)c2C)c1,?,8,3,-28,?,1%,6,-9,-5%
CCOc1ccc(NC(=O)CCC(=O)O)cc1,-1.0%,1,4,-2,-5%,1%,-2,-2,3%
C/C(=N\NC(=S)NCc1ccccc1)c1ccc(Cl)s1,2.8%,-2,-3,13,?,-5%,-1,-4,-3%
Cc1ccc(OCCN2CCNCC2)c([N+](=O)[O-])c1,-0.8%,-16,5,14,0%,2%,-10,-1,0%
CC(=O)c1ccc(OCCCC(=O)Nc2cc(Cl)ccc2-n2cncn2)cc1,0.8%,-5,1,2,-4%,-3%,-8,-1,-5%
CCC1=C(OC(=O)N(CC)CC)N2C(=O)OC(=NCC(=O)OC)[C@]2(Cc2ccccc2)[C@H]2C1=CC[C@H]1C(=O)N(c3ccccc3)C(=O)[C@H]12,-0.4%,7,1,40,1%,1%,-3,-3,-1%
CC(=O)N1CCN(C2c3cccc4cccc(c34)C2NS(=O)(=O)c2ccccc2)CC1 (stereo not given),2.2%,20,3,3,-8%,0%,-19,3,-2%
COc1ccc(CCNC(=O)CSc2nc3ccccc3o2)cc1OC,0.5%,1,5,5,0%,2%,-3,2,-3%
COc1cc2nc3n(c(=O)c2cc1OC)-c1cc2ccccc2cc1C(=O)NC3Cc1ccccc1 (stereo not given),·,·,·,·,1%,-3%,-13,·,-2%
CC(SC1CCCC1)C(=O)NC(C)(C#N)C(C)C (stereo not given),1.9%,12,1,-8,-7%,-1%,-10,1,-2%
O=C(CCn1c(=O)c2ccccc2n(CC(=O)NC2CCCC2)c1=O)NCCc1ccc(Cl)cc1,1.1%,-3,3,-18,-13%,0%,-3,-1,-6%
NC(=O)NC(CC(=O)OCC(=O)NC(=O)NCc1ccco1)c1ccc(Cl)cc1 (stereo not given),0.1%,10,4,-15,0%,-3%,0,5,2%
CC(C)C(=O)Nc1ccc2c(c1)nc(CCN1CCN(c3ccccn3)CC1)n2C,1.2%,-22,2,2,1%,-2%,-6,0,-6%
CCC(C)[C@H](NC(=O)NCc1cccs1)C(=O)O (stereo not given in full),-0.3%,-7,1,-7,-1%,-1%,-4,4,-4%
CC1CCCN(C(=O)CN2CCN(C(=O)c3ccco3)CC2)C1 (stereo not given),2.2%,2,1,4,-11%,3%,0,-2,5%
Cc1ccc(S(=O)(=O)NC(=O)Nc2nnc(C3CC3)s2)cc1,1.0%,-1,2,-13,2%,3%,0,2,2%
COC(=O)c1ccc(NC(=O)CN2CCN(c3ccccn3)CC2)cc1,2.3%,-22,3,-4,3%,-12%,-4,-5,-3%
CC1(C)CC2CC(C)(CN2C(=O)c2ccc([N+](=O)[O-])cc2)C1 (stereo not given),-0.3%,0,2,11,-3%,3%,-3,-9,-2%
O=C(Cc1ccc(-c2ccccc2)cc1)Nc1ncccc1O,3.3%,-2,1,11,-20%,-25%,-12,1,?
O=c1c2ccccc2nc(SCc2nc3ccccc3s2)n1CCCO,0.6%,-1,9,2,-11%,?,1,-2,1%
CCOc1ccc(NC(=O)Cn2cc(C(=O)c3ccc(F)cc3)c(=O)c3cc4c(cc32)OCCO4)cc1,?,0,1,3,0%,2%,-3,1,-3%
COc1ccc(N2CC(NC(=O)c3ccc(S(=O)(=O)N4CCOCC4)cc3)CC2=O)cc1OC (stereo not given),3.1%,-5,-2,·,1%,3%,0,6,-3%
CCOc1cc(/C=N\NC(=O)c2ccc(NC(=O)C(C)(C)C)cc2)ccc1OC(=O)c1ccc(OC)cc1,-1.8%,1,2,-5,-5%,-1%,-2,9,-3%
COc1ccc(CN(C)C(=O)Cn2ccc(NC(=O)OCc3ccccc3)nc2=O)cc1OC,-0.7%,-4,0,-6,-1%,6%,-8,6,-2%
O=C(CN1C(=O)CSc2ccc(S(=O)(=O)N3CCOCC3)cc21)NCc1ccc(Cl)cc1,0.1%,-18,4,-1,1%,-1%,-7,0,-3%
COC(=O)c1c(-c2ccccc2Cl)noc1/C=C/N(C)C,-1.9%,11,20,2,?,?,0,-3,-3%
COc1cc2c(cc1OC)C(c1ccccc1)N(C(=O)CSCC(=O)O)CC2 (stereo not given),-1.0%,·,1,-10,-7%,0%,-6,9,-4%

# Among those listed so far, these contain an aryl thioether with sulfur outside any ring:
SMILES,RXFP1 agonist,D2 PAM,D1 ag,D1 antag,Vif-APOBEC3F blk,Vif-APOBEC3G blk,LDHA inh,D1 potentiator,Glioma ERSR ind
COc1ccc(CCNC(=O)CSc2nc3ccccc3o2)cc1OC,0.5%,1,5,5,0%,2%,-3,2,-3%
O=c1c2ccccc2nc(SCc2nc3ccccc3s2)n1CCCO,0.6%,-1,9,2,-11%,?,1,-2,1%

# Structures listed above printed as active in D1 antag:
Structure	D2 PAM	D1 ag	D1 antag	Vif-APOBEC3F blk	D1 potentiator
Cc1ccnc(NC(c2cc(C)ccc2O)c2ccc3cccnc3c2O)c1 (stereo not given)	11	0	-50*	·	-2

# High-throughput results: PubChem, National Center for Advancing Translational Sciences (NCATS)
